# Compound activity as filed in PubChem BioAssay.
# GRK2 aptamer HTS – compounds blocking aptamer binding on GRK2 – biochemical, human GRK2, bead flow cytometry, HTS, primary screen; FAM-aptamer displacement from GRK2; Beta-adrenergic receptor kinase 1 (Homo sapiens), P25098; inhibition of aptamer binding, % at 10 µM; 0.59% of 330,000 active; AID 488847, 2010;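 active = inhibition of aptamer binding above 40%, roughly 3 SD of noise, on plates passing a quality check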;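 also: median bead fluorescence of bound FAM aptamer so fluorescent compounds give negative values; no value below 0 was filed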
# Yeast superoxide – reduction of superoxide in aged yeast, primary screen, HTS; superoxide response (% of plate mean), % at 10 µM; S. cerevisiae aged cells, superoxide DHE fluorescence; active compounds read low; 0.18% of 330,000 active;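 active = superoxide response under a set limit, about three screen SD below normal, cut at about 65% in these data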;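 also: yeast aged for seven days with compound at 30 °C before DHE staining; 100% = average MFI of all compound-treated wells on the plate with controls excluded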
# AGP1 TOR yeast – modulators of AGP1-GFP expression in yeast TOR pathway, primary screen, cell-based, multiplex flow cytometry, S. cerevisiae, MLPCN library; GFP response vs DMSO, % at 10 µM; AID 2066, 2009; 3 h; GFP as percent of DMSO wells; 0.02% of 320,000 active;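 active = GFP response relative to DMSO above a set limit, near screen average plus 3 SD, cut at about 150% in these data; inconclusive = fewer than 70 cells counted for the yeast strain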;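 also: median GFP channel fluorescence of the gated AGP1 strain per well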
# GLD-1 TGE inh – GLD-1/TGE RNA complex disruptors, primary screen, biochemical, fluorescence polarization; purified GLD-1 + fluorescein TGE RNA; inhibition, % at 5.96 µM; 0.44% of 320,000 active; AID 2280, 2010;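 active = percent inhibition above a per-plate cutoff, the plate mean of test compounds plus 3 SD, cut at about 30% in these data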;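 also: 0% = DMSO wells with GLD-1 and probe and 100% = wells lacking GLD-1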
# Target sequence (Q17339 whole entry, looked up): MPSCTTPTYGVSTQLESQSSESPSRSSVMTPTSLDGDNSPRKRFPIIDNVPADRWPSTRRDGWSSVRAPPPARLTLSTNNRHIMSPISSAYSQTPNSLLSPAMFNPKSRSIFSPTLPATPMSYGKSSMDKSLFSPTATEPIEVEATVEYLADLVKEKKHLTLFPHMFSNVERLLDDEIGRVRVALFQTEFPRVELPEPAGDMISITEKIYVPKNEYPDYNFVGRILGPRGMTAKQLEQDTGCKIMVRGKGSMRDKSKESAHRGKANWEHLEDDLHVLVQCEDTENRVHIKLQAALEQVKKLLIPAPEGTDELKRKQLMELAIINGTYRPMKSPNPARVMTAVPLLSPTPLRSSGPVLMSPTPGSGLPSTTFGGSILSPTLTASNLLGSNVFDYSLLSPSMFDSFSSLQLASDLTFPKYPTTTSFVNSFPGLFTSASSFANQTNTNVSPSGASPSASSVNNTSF
# MCL1 BIM primary – inhibitors of MCL1 binding to BIM-BH3, primary screen, biochemical, fluorescence polarization | GST-MCL1 / FITC-Bim-BH3 fluorescence polarization | inhibition, % at 10.9 µM | 0.68% of 320,000 active | AID 2057, 2009;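 active = inhibition above the mean inhibition of all tested compounds plus 3 SD, set per campaign, cut at about 40% in these data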;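 also: 0% = DMSO wells and 100% = unlabeled Bim-BH3 peptide control; higher means more loss of mP so more displacement of Bim peptide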
# Target sequence (Q07820 whole entry, looked up): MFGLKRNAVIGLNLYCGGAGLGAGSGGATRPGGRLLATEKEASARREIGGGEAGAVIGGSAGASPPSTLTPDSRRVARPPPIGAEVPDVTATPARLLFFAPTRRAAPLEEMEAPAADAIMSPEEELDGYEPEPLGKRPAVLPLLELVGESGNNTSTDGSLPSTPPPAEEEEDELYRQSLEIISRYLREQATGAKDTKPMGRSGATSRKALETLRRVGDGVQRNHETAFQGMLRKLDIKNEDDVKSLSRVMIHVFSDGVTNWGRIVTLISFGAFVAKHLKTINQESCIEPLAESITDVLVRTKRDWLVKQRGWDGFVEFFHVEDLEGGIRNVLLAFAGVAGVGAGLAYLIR
# MEX-5 binding – MEX-5 zinc finger RNA-binding disruptors – biochemical, C. elegans, fluorescence polarization, MLPCN library, primary screen; Zinc finger protein mex-5 (Caenorhabditis elegans), Q9XUB2; MEX-5/FITC-TCR2 RNA binding; active compounds read low; activity score (negative = inhibition of binding), % at 10 µM; 0.38% of 300,000 active; AID 1832, 2009;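 active = inhibition past about -25% in most replicates, and total fluorescence under double the plate's negative control median, limit read from the data; inconclusive = replicates evenly split on the limit, or fluorescence at least double controls; inactive = too little inhibition in most replicates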;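 also: 0% = DMSO and -100% = 5 µM competing unlabeled TCR2 RNA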
# VLA-4 inh – inhibition in human VLA-4 binding assay, primary screen, VLA-4 allosteric modulator project, MLPCN library, flow cytometry, VLA-4 expressing cells; ligand binding flow cytometry; inhibition, % (about 7 µM as worked out from the volumes in the protocol); 0.2% of 330,000 active; in the data active = inhibition above about 50%
# BCLXL inh – inhibitors of human Bcl-xL, primary screen, biochemical, fluorescence polarization, HTS | inhibition, % at 10.9 µM | GST-Bcl-xL / FITC-Bim BH3 peptide fluorescence polarization | 0.7% of 320,000 active | Bcl-2-like protein 1 (Homo sapiens), Q07817 | AID 2129, 2009;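 active = inhibition above the mean of all tested compounds plus 3 SD, cutoff set per campaign, cut at about 30% in these data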;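 also: 0% = DMSO wells and 100% = unlabeled Bim-BH3 peptide competitor; inhibitors lower millipolarization by displacing the labeled peptide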
# Target sequence (Q07817 whole entry, looked up): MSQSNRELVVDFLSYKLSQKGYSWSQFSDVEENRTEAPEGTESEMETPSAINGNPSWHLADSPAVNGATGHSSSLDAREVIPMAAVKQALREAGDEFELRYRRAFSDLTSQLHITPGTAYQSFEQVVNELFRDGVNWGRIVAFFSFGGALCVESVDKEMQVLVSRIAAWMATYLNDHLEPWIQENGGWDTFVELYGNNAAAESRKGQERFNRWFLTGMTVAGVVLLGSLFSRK
# CIT2-GFP yeast – modulators of CIT2-GFP expression in yeast, primary screen, S. cerevisiae, GFP fusion, multiplex flow cytometry, MLPCN library | S. cerevisiae CIT2-GFP strain, 3 h; 100 means same as DMSO wells | GFP response vs DMSO, % at 10 µM | 0.065% of 320,000 active | AID 2029, 2009;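 active = GFP response relative to DMSO above a set limit, near the screen mean plus 3 SD, cut at about 150% in these data; inconclusive = Fewer than 70 cells measured for a yeast strain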;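 also: ratio of well median GFP fluorescence to mean of DMSO wells on the plate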
# Starred values were filed as active, the others as inactive; ? = inconclusive; . = no result given; [ ] = remark or other dose.
SMILES,GRK2 aptamer HTS,Yeast superoxide,AGP1 TOR yeast,GLD-1 TGE inh,MCL1 BIM primary,MEX-5 binding,VLA-4 inh,BCLXL inh,CIT2-GFP yeast
O=C(Nc1nnc(SCc2cccnc2)s1)C1CC(=O)N(c2ccc(F)cc2)C1 (stereo not given),9,101,97,13,13,3.5,24,12,96
O=C(CNS(=O)(=O)c1cccc2nonc12)NCc1ccc(F)cc1,0,101,106,3,0,-0.5,9,8,103
O=c1[nH]c2c(=O)[nH]cnc2nc1-c1ccccc1,2,111,.,13,7,-8.7,3,8,.
CCn1c(COc2ccc(OC)cc2)nc2ccccc21,0,86,.,8,4,-0.4,31,3,106
C[C@]12C(=O)N(c3cccc(Cl)c3)C(=O)N1[C@@H]1c3ccccc3OC[C@@H]1[C@H]2c1ccccc1,4,92,104,0,.,.,17,.,97
CCCCCCc1cc2cc(S(=O)(=O)c3ccc(F)cc3)c(=O)oc2cc1O,0,108,16[may fluoresce violet],60*,1,1.2,9,10,?
Cc1ccc(N2CCN(/N=C/c3cccnc3)CC2)cc1,0,94,102,.,.,1.2,8,.,102
COc1ccc(CCNC(=O)C2CC3Cn4c(nc5cc(Cl)c(Cl)cc54)C3N2C)cc1 (stereo not given),1,99,101,4,-2,-1.7,-4,7,100
CC(C)c1cc(=O)[nH]c(SCC(=O)NC2CCCC2)n1,4,94,105,6,1,0.0,-13,6,117
COc1cc(CCC(=O)N2CCN(c3ccc(N4CCOCC4)nn3)CC2)cc(OC)c1OC,0,88,98,7,2,-1.0,-15,3,95
COc1ccccc1C(=O)NNC(=O)C(=O)Nc1ccc(C)c(Cl)c1,4,90,107,3,9,1.9,2,5,113
Cc1ccc(C)c(OCC(=O)NC(Cc2c[nH]c3ccccc23)C(=O)O)c1 (stereo not given),3,132,107,-1,-1,-2.7,14,0,102
COC(=O)C1CCN(C(=O)c2sc3nc(-c4ccc(F)cc4)cn3c2C)CC1,0,99,105,5,4,-2.6,7,4,.
N#CC1(c2ccc(NC(=O)c3ccccc3)cc2)CCCC1,0,90,113,10,8,-1.4,16,6,105
O=C(CN1CCSC1=O)N1CCN(S(=O)(=O)c2ccc(Cl)cc2)CC1,4,76,101,3,4,.,0,3,99
CCCNc1ncnc2onc(C)c12,0,98,89,5,9,-2.7,15,8,89
CCN1CCN(CCCN(Cc2ccco2)C(=S)Nc2cc(Cl)ccc2C)CC1,2,103,103,3,3,-0.1,4,7,102
CCOc1ccc(-n2cnnn2)cc1S(=O)(=O)NCCc1ccc(OC)c(OC)c1,0,90,100,5,-1,-0.1,24,3,101
CN1CCC(Oc2ccc(Sc3ccccc3)cc2)CC1,0,108,90,0,-2,-1.2,2,6,93
COc1ccc(/C=C/CN2CCN(Cc3cccc(OC)c3)C(CCO)C2)cc1 (stereo not given),0,90,95,7,3,1.7,0,7,99
CC1(C)CC(=O)C(Sc2ccccc2)=C(O)C1,1,91,104,5,8,-0.5,0,4,104
O=C(Nc1ccc([N+](=O)[O-])cn1)c1cc(-c2cccc(Br)c2)nc2ccccc12,0,111,102,2,-1,1.6,6,2,107
O=C(NC(=S)NCCO)c1cn(-c2ccccc2)nc1-c1ccccc1,4,97,91,11,3,-1.6,11,-1,88
CC1CC/C(=C\c2ccc3c(c2)OCO3)C(=O)/C1=C/c1ccc2c(c1)OCO2 (stereo not given),0,101,101,-22,-22,-1.0,-21,-21,118
Cc1ccccc1C(=O)NCCCNC(=O)c1cnccn1,0,102,99,3,4,2.0,-2,3,109
CC(C)Oc1ccc(CCc2n[nH]c(=S)n2-c2ccccc2)cc1,1,110,89,-1,-15,1.8,14,-11,97
Cc1ccc(Oc2ccc(-c3nc(N)nc(N)n3)cc2)cc1C,1,117,95,2,2,-0.4,13,9,105
Cc1nc2ccccc2c2oc(C(=O)NCCCN3CCC(C)CC3)cc12,0,92,95,0,1,-3.8,-3,5,96
O=C1NC(Cc2ccccc2)c2nc3cc(F)ccc3c(=O)n2-c2ccc(Cl)cc21 (stereo not given),0,96,101,.,.,.,8,.,104
COc1cc(C#Cc2ccc3cc(C(C)(C)O)oc(=O)c3c2)cc(OC)c1,4,101,95,-3,4,.,5,4,89
CC(C)OCCCNC(=O)CCC(=O)NNc1nc2ccccc2c2nc(-c3ccccc3)nn12,3,101,108,-6,8,0.8,2,6,110
O=C(NC1CCCCC1)C(c1ccc(F)cc1)N(Cc1ccco1)C(=O)c1ccccn1 (stereo not given),0,106,98,7,4,2.2,18,-2,93
COc1ccccc1CNC(=O)COc1ccc(Br)c(C)c1,0,102,93,2,0,-1.3,1,0,89
CCN1CCN(CCc2nc3cc([N+](=O)[O-])ccc3n2C)CC1,0,95,108,4,-2,2.9,10,0,108
Nc1nc(SCC(=O)NCCC(c2ccccc2)c2ccccc2)n[nH]1,0,102,97,-2,0,0.2,5,-2,102
COc1cc(C=NNc2ccc(S(=O)(=O)Nc3ccccc3C(=O)O)cc2[N+](=O)[O-])ccc1O,1,104,99,9,.,.,4,.,99
Cc1ccc(C(=O)Nc2nnc(S(=O)(=O)N3CCN(c4ccc(F)cc4)CC3)s2)cc1,2,106,100,6,3,-1.2,0,3,103
Cc1onc(-c2ccccc2)c1C(=O)Nc1nnc(N(C)Cc2ccccc2)s1,1,108,107,-13,-3,2.6,4,-3,102
CN=C1S/C(=C\c2ccc(N3CCOCC3)c(F)c2)C(=O)N1C,0,91,102,-1,3,-13,5,4,113
O=C(Nc1ncccc1Cl)c1ccccc1F,6,104,101,7,5,2.3,4,4,97

# Only VLA-4 inh and Yeast superoxide (two entries from above):
compound	VLA-4 inh	Yeast superoxide
CC1(C)CC(=O)C(Sc2ccccc2)=C(O)C1	0	91
O=C(Nc1ccc([N+](=O)[O-])cn1)c1cc(-c2cccc(Br)c2)nc2ccccc12	6	111

# Next part
SMILES,GRK2 aptamer HTS,Yeast superoxide,AGP1 TOR yeast,GLD-1 TGE inh,MCL1 BIM primary,MEX-5 binding,VLA-4 inh,BCLXL inh,CIT2-GFP yeast
COc1cccc(NC(=O)COC(=O)CC(NC(N)=O)c2ccc(Cl)cc2)c1 (stereo not given),2,96,109,3,-2,-1.1,-4,3,114
C#CCOCCOCCOCCNc1nc(N2CCN(C(=O)[C@H](Cc3ccc(O)cc3)n3cc(C(N)CC(C)C)nn3)CC2)nc(N2CCN(C(=O)[C@H](CCC(=O)O)n3cc(C(N)[C@H](C)CC)nn3)CC2)n1 (stereo not given in full),1,108,94,-3,-4,-2.4,-15,4,89
Cc1cccc(C(=O)Nc2oc(-c3ccccc3)cc2C#N)c1,1,97,97,-2,-9,0.7,0,-2,95
O=C(Cc1ccc(-n2cccc2)cc1)NCc1ccccc1Cl,2,98,.,3,11,0.3,-4,1,.
S=c1[nH]nc(CNc2ccc(Cl)cc2)n1Cc1ccccc1,3,109,102,4,-24,0.9,9,-27,101
Cn1c(=O)n(C)c2cc(NS(=O)(=O)c3ccc4c(c3)CCCC4)ccc21,0,114,93,7,8,1.1,3,6,90
CCOC(=O)c1c(NC(=O)CSc2nnc(Cc3ccccc3)o2)sc(C)c1C,0,104,93,-2,2,0.6,-18,-2,99
Cc1cccc(C(=O)NNC(=O)c2ccccc2O)c1,26,109,133,6,18,-1.5,8,-1,97
COc1cc(CCCN2CCNC[C@H]2Cc2ccc(O)cc2)cc(OC)c1OC,0,96,109,-6,7,-2.4,-6,1,103
Cc1nn(CC(=O)NCCCc2ccccc2)c(=O)c2cccn12,2,83,100,2,3,0.4,16,-2,104
CC(C)(C)Nc1nc(OCC(F)(F)F)nc(OCC(F)(F)F)n1,0,99,103,5,3,2.0,2,-3,109
Cc1nc(SCC2(C)CC2(Cl)Cl)n[nH]1 (stereo not given),2,101,112,-6,-4,0.9,2,1,107
CCc1noc(C)c1C(=O)N(CC)CC(=O)Nc1cc(Cl)ccc1C,0,95,90,-2,2,.,-5,-1,91
COC(=O)C(C)Sc1nnc(-c2ccncc2)o1 (stereo not given),2,94,98,-1,-2,-0.1,7,2,100
O=C1NC(=Nc2ccccc2)SC1Cc1ccccc1 (stereo not given),0,95,96,4,-1,0.3,-6,4,96
CN(CC(=O)Nc1ccccc1C(F)(F)F)C(=O)c1ccccc1Sc1ccccc1C#N,0,84,99,6,-3,.,22,1,97
CCn1c(=O)c([N+](=O)[O-])c(NCC2CCCO2)c2ccccc21 (stereo not given),0,104,112,6,2,0.5,-5,6,99
Cc1cccc(Cn2nc(C(C)(C)C)cc2C(=O)Nc2ccc(F)cc2)c1,5,97,101,5,-4,-0.5,-5,4,106
O=C(NCC1CCCO1)c1cc2nc(-c3ccco3)cc(C(F)(F)Cl)n2n1 (stereo not given),0,83,82,15,24,-2.2,-3,19,92
Cc1cc(C)nc(SCc2cn3c(C)cccc3n2)n1,4,89,103,-9,-17,0.2,5,-12,101
CSCCC(NC(=O)c1ccco1)C(=O)Nc1ccc(C)cn1 (stereo not given),0,101,107,4,-2,-2.5,25,4,100
CCOc1cc(S(=O)(=O)n2ccc(C)n2)ccc1Br,0,107,94,-6,-2,2.6,6,-3,88
O=S(=O)(c1ccc(S(=O)(=O)N2CCN3CCCC3C2)cc1)N1CCCC1 (stereo not given),1,79,103,2,-2,-0.6,10,5,102
C=CCNC(=S)/C(=C(/[O-])c1ccccc1Br)[n+]1ccccc1,3,98,94,-3,2,1.1,-1,3,85
COc1ccc(S(=O)(=O)Nc2cccc3c2O[C@H](CN(C)Cc2ccc(Cl)c(Cl)c2)[C@@H](C)CN([C@H](C)CO)C3=O)cc1,0,89,101,6,.,.,2,.,101
COc1ccc(-n2c(CN3CCOCC3)nc3ccc([N+](=O)[O-])cc3c2=O)c(OC)c1,1,98,99,6,9,-1.5,-3,3,99
Cc1ccc(-c2nnc(CSc3nc4cc5c(cc4cc3C)OCO5)o2)cc1,0,106,104,7,1,2.3,5,9,102
O=C1N2CCSC2=NC1(Nc1nccs1)C(F)(F)F (stereo not given),0,95,104,-2,5,-1.1,9,2,103
COc1cc(NC(=O)c2ccco2)c(OC)cc1NC(=O)Nc1ccccc1Cl,1,105,104,0,2,2.7,40,2,105
Cc1cc(C)nc(SCc2ccc([N+](=O)[O-])cc2)n1,2,112,100,5,11,-0.5,13,7,99
CC(=O)NCCC1CCCCN1Cc1nc(Cc2cccc(C(F)(F)F)c2)no1 (stereo not given),3,108,81,2,4,2.1,1,4,107
CC#C[C@@H](CC)c1ccc2ccn(C)c2c1,3,94,96,7,0,.,-3,2,102
Cc1ccc(C(C(=O)NC(C)(C)C)N(C(=O)c2csnn2)c2ccccc2F)o1 (stereo not given),1,84,104,-4,8,0.0,5,8,99
